K1F lysis inhibition: protection from phage-mediated lysis, alamar blue read-out – E. coli UTI89, K1F phage, bacterial capsule biogenesis inhibitors (AID 488966) | inhibition, % at 100 µM; hits with a dose series show IC50 in µM | E. coli UTI89 K1F phage lysis, alamar blue, 2 h; higher % means a stronger effect | actives 0.02% (n = 340,000);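 active = phage lysis inhibition, versus mean bacterial control, above a set limit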;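 also: capsule biogenesis inhibitors block K1F phage lysis so surviving cells raise fluorescence; higher fluorescence means more inhibition of phage lysis; actives were called in the ten point dose series up to 300 µM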
* marks the source's active call; other numbers are inactive results; i = inactive; [ ] = remark or other dose. Some of the compounds tested, so the mix of outcomes need not match the whole.

SMILES,K1F lysis inhibition
COc1cccc(CNC(=O)C2CCCN(c3cnccn3)C2)c1 (stereo not given),-0.2%
CC1CCN(Cc2nnnn2CCCC(=O)N(C)C2CCOC2)CC1 (stereo not given),4.4%
COc1ccc(C(=O)Nc2cccc3c2CCCC3)cc1OC,0.4%
COCCN(C(=O)COC(=O)/C=C/c1ccc2c(c1)OCO2)c1c(N)n(Cc2ccccc2)c(=O)[nH]c1=O,0.8%[50 µM]
COC(=O)c1c(-c2ccc(OC)cc2)sc2ccc(N3CCOCC3)cc12,2.3%
COc1ccc(S(=O)(=O)N2CCOCC2)cc1NC(=O)CSc1cc(C)ccc1C,-0.4%[50 µM]
CS(=O)(=O)c1ccccc1C(=O)Nc1cc(Cl)ccc1-n1cncn1,1.3%[50 µM]
CCOC(=O)N1CCN(C(=O)C2CCCN(S(=O)(=O)c3c(C)cc(C)cc3C)C2)CC1 (stereo not given),2.8%[50 µM]
CC1OC(c2ccccc2)OC2COC(c3ccccc3)OC12 (stereo not given),-0.7%
CCCCN1C(=O)C(=O)N(CC(=O)N2CCN(c3ccccc3)CC2)C1=O,1.7%[50 µM]

The final 5 compounds of the part before come first, to join the parts:
SMILES,K1F lysis inhibition
COc1ccc(S(=O)(=O)N2CCOCC2)cc1NC(=O)CSc1cc(C)ccc1C,-0.4%[50 µM]
CS(=O)(=O)c1ccccc1C(=O)Nc1cc(Cl)ccc1-n1cncn1,1.3%[50 µM]
CCOC(=O)N1CCN(C(=O)C2CCCN(S(=O)(=O)c3c(C)cc(C)cc3C)C2)CC1 (stereo not given),2.8%[50 µM]
CC1OC(c2ccccc2)OC2COC(c3ccccc3)OC12 (stereo not given),-0.7%
CCCCN1C(=O)C(=O)N(CC(=O)N2CCN(c3ccccc3)CC2)C1=O,1.7%[50 µM]
CCc1ccccc1NC(=O)C1CCCN(c2nccc(C)n2)C1 (stereo not given),-0.1%
Cc1ccc2c(c1C)OC(=O)CC2c1ccccc1 (stereo not given),0.1%
O=C(Nc1ccc(S(=O)(=O)N2CCCCC2)cc1)C1CC(=O)N(c2ccc(Cl)cc2)C1 (stereo not given),0.6%
CC(CCc1ccc(O)cc1)NC1c2ccccc2-c2ccccc21 (stereo not given),0.4%
COc1ccccc1C(=O)N/C(=C\c1cn(C)c2ccccc12)C(=O)NCCCN1CCOCC1,0.5%
CN(C)S(=O)(=O)c1cccc(NC(=O)c2ccc3c(c2)OCCO3)c1,1.1%[50 µM]
O=C(COc1ccc2ccccc2c1)NCC1CCCO1 (stereo not given),0.3%
COc1cc(C(=O)N/N=C/c2ccc3c(c2)c2ccccc2n3C)ccc1O,0.0%
O=C(NCCN1CCOCC1)c1cc(-c2ccc(F)cc2)nc2ccccc12,0.9%[50 µM]
COCCCN1C(=O)C(=O)/C(=C(/O)c2ccc(S(=O)(=O)N3CCOCC3)cc2)C1c1cccc(Cl)c1 (stereo not given),0.2%
O=C1ON=C(c2ccc([N+](=O)[O-])cc2)/C1=C/c1ccccc1O,2.3%[50 µM]
O=C(c1ccco1)N1CCN(Cc2cccc(C(F)(F)F)c2)CC1,0.8%
Cc1ccc(OCCNC(=O)c2ccc(C)o2)cc1,0.2%[50 µM]
Cc1noc(C)c1NC(=O)Nc1ccc2c(c1)C(=O)N([C@H](C)CO)C[C@H](C)[C@@H](CN(C)C(=O)Nc1ccc(C(F)(F)F)cc1)O2,0.1%
O=C(O)CCC(=O)NNc1nc(-c2ccccc2)c2cc(Cl)ccc2n1,0.6%
COc1cc(NC(=O)c2cc(C)no2)c(OC)cc1Cl,-0.9%[50 µM]
COc1ccccc1/C=N/N1CCN(c2ccc(Cl)cc2)CC1,-0.5%
CCOC(=O)[C@H]1[C@H]2COc3cc(OC)ccc3[C@@H]2N2C(=O)CN(CCc3c[nH]c4ccccc34)C(=O)[C@@]12C,0.3%
O=C(O)c1cc(S(=O)(=O)NCC2COc3ccccc3O2)ccc1Cl (stereo not given),-0.1%[50 µM]
Cc1cccc(OCC(=O)NC2CCCCCC2)c1C,0.3%
COc1ccc(-c2cc(=O)[nH]c(N3CCN(Cc4ccccc4)CC3)n2)cc1,0.0%
O=C(NC(=S)Nc1ccccc1Br)C1CC1,1.4%[50 µM]
O=C(OCC(=O)N1CCC(Cc2ccccc2)CC1)c1ccccc1F,0.5%[50 µM]
CC(=O)c1ccc(S(=O)(=O)Nc2ccc(-n3c(C)nc4ccccc4c3=O)cc2)cc1,0.6%[50 µM]
CCCn1c2ccccc2c2cnn(CC(=O)NCCN(CC)CC)c(=O)c21,0.1%
COC1=C/C(=C/c2c(N)n3nc(CC(=O)N4CCOCC4)sc3nc2=O)C=CC1=O,0.2%
Cc1cccc(C(=O)NNC(=O)C2CC2)c1,0.8%[50 µM]
O=C1Nc2cc(C(=O)NCC3CCCO3)ccc2S/C1=C/c1ccccc1F (stereo not given),0.0%
COc1cc2c(cc1OC)[C@H](C)N(C(=O)COc1ccccc1)CC2,2.7%[50 µM]
COC(=O)c1cc(S(=O)(=O)Nc2cccc(OC)c2)cn1C,-0.2%
COc1ccc(-n2c(=S)[nH]c3cc(C(=O)NCc4ccc(F)cc4)ccc3c2=O)c(OC)c1,0.8%
CC(=O)c1ccc(OCc2cc(C(=O)N3CCN4CCCC4C3)no2)cc1 (stereo not given),1.2%[50 µM]
Nc1c(C(=O)CSc2n[nH]c(-c3ccccc3Br)n2)c(=O)[nH]c(=O)n1C1CC1,0.1%[50 µM]
O=C(COC(=O)CNC(=O)c1ccccc1Cl)NC1CCCC1,0.1%
CC(Oc1ccccc1)C(=O)N(CCC1=CCCCC1)c1c(N)n(Cc2ccccc2)c(=O)[nH]c1=O (stereo not given),0.2%
COc1ccc(NC(=O)C(=O)c2cn(CC(=O)N3CCCC3)c3ccccc23)cc1OC,0.2%
Cc1ccc(S(=O)(=O)N2CCOCC2)cc1C(=O)NC1CCSc2ccccc21 (stereo not given),0.8%[50 µM]
CC1=Nc2cc(C(=O)NCCCN3CCN(C)CC3)ccc2Sc2ccc(C)cc21,1.3%
Cc1ccc(S(=O)(=O)N(C)C[C@H]2Oc3ccc(NC(=O)C4CCCCC4)cc3C(=O)N([C@H](C)CO)C[C@H]2C)cc1,1.7%
Cc1nn(CC(=O)Nc2cccc(Cl)c2)c(=O)c2cc(-c3ccccc3)nn12,0.0%
COc1cccc(NC(=O)CN(C)C(=O)CCSc2ccc(C)cc2)c1,0.4%[50 µM]
COc1ccc(C(=O)N2CCN(C3CCCCC3)CC2)cc1OC,0.2%
Cc1ccccc1N/N=C/c1c(C)nc2ccccn12,1.4%
COc1ccc(C(=O)Nc2ccccc2N2CCN(C(=O)c3ccccc3)CC2)cc1Br,0.2%
Cc1ccc(-n2nc3c(=O)n(CC(=O)NC(C)CCc4ccccc4)nc(C)c3c2C)cc1 (stereo not given),0.5%
CS(=O)(=O)c1cccc(C(=O)OCC(=O)NC(=O)Nc2ccccc2F)c1,-0.2%
CC(C)NC(=O)CS(=O)(=O)c1ccccc1,0.6%
COc1ccc(Br)cc1/C=C1\Oc2ccccc2NC1=O,0.2%
O=C(C1=C(O)C(=O)N(Cc2ccco2)C1c1cccc(O)c1)c1ccco1 (stereo not given),-0.1%
CC1(C)c2cc(O)ccc2OC1N1CCOCC1 (stereo not given),0.6%

Some values from the results shown:
Under K1F lysis inhibition, COc1cccc(NC(=O)CN(C)C(=O)CCSc2ccc(C)cc2)c1 reads 0.4%[50 µM]
Under K1F lysis inhibition, CS(=O)(=O)c1cccc(C(=O)OCC(=O)NC(=O)Nc2ccccc2F)c1 reads -0.2%

The list goes on.
SMILES,K1F lysis inhibition
CCc1cc(=O)oc2cc(OC(C)C(=O)NCCCn3ccnc3)ccc12 (stereo not given),0.3%
NC(=S)NN=C1c2cc(Cl)ccc2-c2c1cc(Cl)cc2[N+](=O)[O-],1.7%
COc1ccc(-n2nc(C(=O)NCC(=O)NCCC3=CCCCC3)c3ccccc3c2=O)cc1OC,-0.2%
COc1ccc(/C=C/C(=O)c2c(C)cc(C)[nH]c2=O)c2ccccc12,-0.7%
Cc1cccn2c(=O)nc(SCC(=O)NCc3ccc4c(c3)OCO4)nc12,1.1%[50 µM]
C[C@H](NC(=O)c1nc[nH]c1C(=O)OCc1ccccc1)c1ccccc1,1.7%
C/C(=N\NC(=O)c1cccnc1)c1ccc(Br)cc1,0.0%
O=C(CSc1nc2scc(-c3ccccc3)c2c(=O)[nH]1)NCCc1ccccc1,-0.1%
CCN(CC(=O)Nc1c(F)cccc1F)C(=O)CNC(=O)c1ccc(C)s1,0.1%[50 µM]
Cc1ccc(NC(=O)c2cc(NC(=O)/C=C\C(=O)O)ccc2N2CCCCC2)cc1,-1.2%[50 µM]
O=C(Cc1ccccc1)NC(C(=O)O)C(O)c1ccc([N+](=O)[O-])cc1 (stereo not given),0.3%[50 µM]
CCCCn1c(N)c(N(CCOC)C(=O)c2ccc(S(=O)(=O)N3CCCCC3)cc2)c(=O)[nH]c1=O,0.2%[50 µM]
CN(Cc1ccco1)S(=O)(=O)c1nnc(NC(=O)c2ccccc2)s1,0.0%
CCc1ccc(NC(=O)COc2coc(CN3CCc4ccccc4C3)cc2=O)cc1,0.8%[50 µM]
Cc1cnc(C(=O)OCC(=O)c2c(N)n(CC(C)C)c(=O)n(C)c2=O)cn1,0.4%[50 µM]
CC(=O)N1CCN(C(=O)COC(=O)c2oc3ccccc3c2C)CC1,0.8%[50 µM]
COc1ccc(-c2cccc3c2NC(=O)C3=O)cc1OC,1.2%
Cc1ccc(NC(=O)C2CCN(S(=O)(=O)c3ccc4c(c3)NC(=O)C(C)S4)CC2)c(Cl)c1 (stereo not given),0.9%
CCOc1cc(C(C(=O)NCC2CCCO2)N(C(=O)Cn2nnc3ccccc32)c2ccccc2C(C)=O)ccc1O (stereo not given),-0.7%
Cc1cc(C)cc(N(C(=O)c2csnn2)C(C(=O)NC2CCCC2)c2ccccn2)c1 (stereo not given),0.2%
O=C(Nc1ccc(Br)cc1)c1cc(-c2ccncc2)nc2ccccc12,-0.8%
CCOC(=O)Cc1nnc(NC(=O)CCc2ccccc2)s1,0.2%
O=C(NCCN1CCN(c2ccccc2)CC1)Nc1ccccc1Br,4.1%[50 µM]
CN(CC(=O)Nc1ccccc1Cl)C(=O)COC(=O)C1CC1,1.6%[50 µM]
Cc1nn(C)c(C(=O)N/N=C/c2ccc(-c3ccccc3)cc2)c1Cl,0.9%[50 µM]
NS(=O)(=O)c1ccc(CCNC(=O)COC(=O)/C=C/c2ccc(OC(F)F)cc2)cc1,0.2%[50 µM]
Cc1cc(NC(=O)c2cc(-c3ccc(OC(C)C)cc3)nc3ccccc23)no1,-0.7%
CN(C)S(=O)(=O)c1cccc(COc2ccccc2C(=O)Nc2ccccc2)c1,0.1%
O=C(CCN1C(=O)/C(=C/c2ccc(F)cc2)SC1=S)Nc1cc([N+](=O)[O-])ccc1O,0.1%
COc1ccc(-c2sc3cc(OC)c(OC)cc3c2-c2ccc(O)cc2)cc1,0.2%
CCN(CC)CCCn1c2c(c(SCC(=O)N3CCc4ccccc43)nc1=O)CCC2,0.4%[50 µM]
O=C(Nc1ccc(Br)cc1)c1ccc2ncsc2c1,i
S=C(Nc1ccc(Br)cc1Cl)N1CCN(c2ccccn2)CC1,1.2%[50 µM]
CCOC(=O)N1CCN(C(=O)CCNS(=O)(=O)c2ccc(C)c(C)c2)CC1,-1.5%
Cc1cc(C)n2nc(C(=O)OCC(=O)Nc3ccc(F)cc3F)nc2n1,-1.4%
CN(C(=O)CN1C(=O)S/C(=C\c2ccc(F)cc2)C1=O)C1CCS(=O)(=O)C1 (stereo not given),0.3%
C=CCNc1oc(C2CCCC2)nc1C#N,0.6%
COC(=O)c1cccc(N(CC(=O)NC2CCCCC2)C(=O)CNC(=O)c2cccs2)c1,0.4%
COc1cc(NC(=O)COc2cc(C)cc3oc(=O)c(C)c(C)c23)cc(OC)c1OC,0.5%
CCCOc1ccc(C(=O)CCC(=O)NNC(=O)Cn2nc(C)cc2C)cc1,0.5%[50 µM]
CCOc1ccc(OCCC(=O)OCC(=O)Nc2ccc(N3CCOCC3)cc2)cc1,-0.2%
S=C(NN=Cc1ccccn1)N(Cc1ccccn1)Cc1ccccn1,3.5%
O=C(NCC1CCCO1)c1ccc(N2CCCCC2)c([N+](=O)[O-])c1 (stereo not given),0.3%
CC1(C2(O)CCCCC2)NCCc2ccccc21 (stereo not given),1.0%[50 µM]
CN(Cc1c(C(=O)N/N=C/c2ccc(F)cc2)nnn1-c1nonc1N)C1CCCCC1,0.3%
CC(=O)Nc1ccc(Nc2ccc([N+](=O)[O-])cn2)cc1,0.4%
CCOc1cc(C(=O)Nc2cc(F)ccc2C)ccc1OCC(=O)N1CCOCC1,0.3%[50 µM]
COc1ccc(OC)c(C(=O)N(C)C2CCCN(Cc3ccccc3F)C2)c1 (stereo not given),-0.3%
COc1cc(Nc2nc3ccccc3nc2NS(=O)(=O)c2ccc([N+](=O)[O-])cc2)cc(OC)c1OC,0.3%
CN(c1cccc(NC(=O)c2ccc(Cl)c(S(=O)(=O)N3CCOCC3)c2)c1)S(C)(=O)=O,1.3%[50 µM]
CN(C)CCN(C(=O)CCS(=O)(=O)c1ccccc1)c1nc2c(F)cccc2s1,0.2%

Source: PubChem (Southern Research Specialized Biocontainment Screening Center)
